LmPK inhibitor – blocks Leishmania mexicana pyruvate kinase activity; purified LmPK, Kinase-Glo ATP luminescence, 1 h; Potency, µM (top dose mostly 57.5 µM), without a hit: at the highest dose activity change, negative = inhibition, usual class: inhibitors; Q27686; 290,000 tested, 0.37% active; AID 1721; further: potency means the concentration at half of the fitted maximal effect
Target sequence (Q27686 whole entry, looked up): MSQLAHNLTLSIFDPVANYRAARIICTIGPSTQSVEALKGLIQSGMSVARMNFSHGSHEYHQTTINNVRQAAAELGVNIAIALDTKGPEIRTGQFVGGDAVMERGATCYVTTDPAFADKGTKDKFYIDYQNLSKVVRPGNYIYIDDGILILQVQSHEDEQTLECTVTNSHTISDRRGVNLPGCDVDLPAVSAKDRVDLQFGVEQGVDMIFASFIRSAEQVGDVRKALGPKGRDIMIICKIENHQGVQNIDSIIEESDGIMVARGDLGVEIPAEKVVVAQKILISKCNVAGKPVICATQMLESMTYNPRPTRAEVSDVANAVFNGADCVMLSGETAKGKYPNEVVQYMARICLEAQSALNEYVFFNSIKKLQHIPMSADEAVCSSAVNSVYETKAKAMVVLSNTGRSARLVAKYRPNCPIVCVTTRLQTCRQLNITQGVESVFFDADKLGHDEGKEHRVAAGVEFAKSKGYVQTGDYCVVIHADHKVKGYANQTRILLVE
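0.1 nM LmPK, 0.5 mM PEP, 0.1 mM ADP; 50 mM imidazole pH 7.2, 7 mM MgCl2, 50 mM KCl; 1 h RT. Kinase-Glo luminescence readout, normalized to no-enzyme (full inhibition) and uninhibited wells.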
AMA1-RON2 inh – inhibitors of Plasmodium falciparum AMA1-RON2 interaction. 360,000 tested, 0.2% active. AlphaScreen AMA1-biotinylated RON2 peptide binding. Potency, µM (series often up to 58.2 µM), for the others: at the highest dose activity change, negative = inhibition, hits mostly inhibitors;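 further: potency means the concentration at half of the fitted maximal effect; 0% = vehicle wells and -100% = peptide control; nearly all actives have a fitted effect of over 45% in size; some results filed as inactive show a strong effect at the top dose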
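AMA1 (3D7) with his tag at 25 nM final met compounds first, then biotinylated RON2 peptide at 25 nM; detection used donor plus acceptor beads, 10 µg/mL apiece, read by AlphaScreen after 30 min at room temperature.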
AmpC inh detg – inhibitors of E. coli AmpC beta-lactamase with detergent; AmpC hydrolysis of nitrocefin, absorbance 480 nm, 0.01% Triton; Potency, µM (highest dose often 114 µM), for the others: at the highest dose activity change, negative = inhibition, hits mostly inhibitors; 370,000 tested, 0.041% active; P00811; AID 485294;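 further: potency means the concentration at half of the fitted maximal effect; 0% = no-compound wells and -100% = no-enzyme wells; nearly all actives have a fitted effect of over 25% in size; some results filed as inactive show a strong effect at the top dose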
Target sequence (P00811 whole entry, looked up): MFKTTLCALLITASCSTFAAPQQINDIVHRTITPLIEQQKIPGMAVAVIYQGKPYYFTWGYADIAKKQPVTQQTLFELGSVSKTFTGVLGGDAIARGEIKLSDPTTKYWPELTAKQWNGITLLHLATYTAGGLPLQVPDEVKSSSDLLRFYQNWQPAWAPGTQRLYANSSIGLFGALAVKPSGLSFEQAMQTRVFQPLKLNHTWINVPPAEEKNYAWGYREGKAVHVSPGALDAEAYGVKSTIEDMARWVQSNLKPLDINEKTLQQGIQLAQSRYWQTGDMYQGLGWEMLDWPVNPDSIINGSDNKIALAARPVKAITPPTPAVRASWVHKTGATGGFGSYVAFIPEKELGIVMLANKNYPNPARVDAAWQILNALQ
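20 mM phosphate pH 7.0 + 0.01% (detergent screen) or 0.0001% Triton X-100; 5.3 nM AmpC reagent; cpd preinc 15 min RT; nitrocefin (800 uM stock) to start; A480 q20 s × 4 min; Activity was normalised to no-enzyme and no-compound control wells.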
AmpC inh no detg – inhibitors of E. coli AmpC beta-lactamase without detergent; AmpC nitrocefin hydrolysis, absorbance 480 nm, 0.0001% Triton; Potency, µM (doses to about 57.1 µM), inactives show at the top dose activity change, negative = inhibition, most hits filed as inhibitors; 330,000 tested, 0.52% active; AID 485341;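 further: potency means the concentration at half of the fitted maximal effect; plate controls were no compound for no effect and no enzyme for full effect; nearly all actives have a fitted effect of over 20% in size; some results filed as inactive show a strong effect at the top dose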
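AmpC (5.3 nM in the dispensed reagent) in 20 mM phosphate pH 7.0 with 0.01% (detergent screen) or 0.0001% Triton X-100 was preincubated with compounds for 15 min at room temperature. Nitrocefin was then added from an 800 uM solution, and hydrolysis was followed at 480 nm.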
HCV inhibitor – inhibitors of hepatitis C virus infection; Potency, µM (series often up to 41.8 µM), for inactives: at the highest dose activity change, negative = inhibition, hits mostly inhibitors; 340,000 tested, 3.4% active; AID 651820; Huh7.5.1 HCVcc-Cre infection, luciferase reporter, 44 h; further: potency means the concentration at half of the fitted maximal effect
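Compounds are dispensed onto cells plated 4 h earlier at 1,000 per well, with HCVcc-Cre virus (about 0.5 moi) added next. Following 44 h of culture, luminescent signal is measured for 15 sec after 15 min with substrate at room temperature.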
Tb PYK inh – blocks Trypanosoma brucei pyruvate kinase. Potency, µM (top dose mostly 76.8 µM), for inactives: at the highest dose activity, negative = inhibition, usual class: inhibitors. TbPYK enzyme, Kinase-Glo Plus ATP luminescence, 45 min. AID 624173. 410,000 tested, 0.12% active. Q57TT1; further: potency means the concentration at half of the fitted maximal effect; nearly all actives have a fitted effect of over 50% in size
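Quantitative HTS: titrated library compounds versus trypanosomal pyruvate kinase in TEA buffer (pH 7.2) containing KCl, MgCl2, BSA and Tween-20. Reactions were initiated with ADP, 130 uM final. Kinase-Glo Plus luminescence was read after 45 min at RT.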
HCMV inh – blocks human cytomegalovirus replication | HFF cells, HCMV-luciferase reporter, 72 h; hits give low values | activity change, negative = inhibition, % at 57.5 µM | 410,000 tested, 4.5% active; in the data active means activity change below about -60%; inconclusive means no clear call, values can overlap the other calls; inactive means above about -39%
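Steps: HFFs plated, 16 h 37C; compounds added; HCMV-luciferase added to MOI 1 PFU/cell; 72 h 37C; OneGlo reagent, 5 min room temperature; luminescence read, normalized to controls.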
Active calls of the source: *; ? = inconclusive; / = no result given; [ ] = remark or other dose. Unless noted, the call rests on the fitted dose curve; in most records, active means well fitted curve in the direction sought with a large enough effect; inconclusive means small, poorly fitted or top-dose-only effect, or another doubt; inactive means no such curve, though single readings can be large; an effect the other way counts as inactive or inconclusive. Unless noted, on the % scale 0 is the no-effect control and ±100 the full control effect.

Start of the data: the first 2 entries as a preview:
SMILES | LmPK inhibitor | AMA1-RON2 inh | AmpC inh detg | AmpC inh no detg | HCV inhibitor | Tb PYK inh | HCMV inh
CCOc1ccc(CNC(=O)c2ccc(Sc3ccc(C)cc3)c(NC(C)=O)c2)cc1OC | 10% | -2% | 1% | 217%[activator] | ? | -6% | -25
COc1ccc(Nc2cc(Nc3cc(OC)c(OC)c(OC)c3)ncn2)cc1 | 0% | 2% | 3% | -7% | ? | 1% | -90*

Main list, from the first entry:
SMILES | LmPK inhibitor | AMA1-RON2 inh | AmpC inh detg | AmpC inh no detg | HCV inhibitor | Tb PYK inh | HCMV inh
CCOc1ccc(CNC(=O)c2ccc(Sc3ccc(C)cc3)c(NC(C)=O)c2)cc1OC | 10% | -2% | 1% | 217%[activator] | ? | -6% | -25
COc1ccc(Nc2cc(Nc3cc(OC)c(OC)c(OC)c3)ncn2)cc1 | 0% | 2% | 3% | -7% | ? | 1% | -90*
COC(=O)CCCC1=CC2=C(c3ccccc3)C(=O)C(C)(OC(=O)C3CCCC3)C(=O)C2=CN1c1ccc(OC)cc1 (stereo unspecified) | -4%[11.5 µM] | 8% | -6% | 120%[activator] | -2% | -7% | 34
CCCCC1(C)Nc2ccccc2-c2nc3ccccc3n21 (stereo unspecified) | -6% | 28% | -10% | -36% | -26% | -7% | 89
Cc1nc2c(=O)oc3ccccc3c2n1-c1ccccc1 | -6% | 0% | -2% | -10% | 0% | 8% | -23
Cc1cc(C(=O)CSc2nc(N)cc(=O)[nH]2)c(C)n1-c1ccc(OC(F)F)cc1 | -5% | 8% | -7% | -25% | ? | -1% | -106*
CCOC(=O)c1c(C)[nH]c(CCC(=O)NCc2ccc(CC)cc2)c1C | / | / | 18% | / | / | -2% | -24
COc1ccc(OC)c(C(=O)NC(CC(N)=O)c2ccc(N3CCCCCC3)c([N+](=O)[O-])c2)c1 (stereo unspecified) | -3% | -13% | ? | 152%[activator] | -3% | -1% | -24
Cc1nn2c(c1-c1ccccc1)NC1=C(C(=O)CCC1)C2c1ccccc1 (stereo unspecified) | 6% | -8% | ? | 17% | 12% | 2% | 40
NC(=O)c1ncn([C@@H]2O[C@H](CNCc3ccc(OCC(=O)Nc4ccccn4)cc3)[C@@H](O)[C@H]2O)n1 | / | -2% | / | / | 17% | -4% | -9
O=C(N/N=C/c1cccc(Cl)c1)C(c1ccncc1)N1CCOCC1 (stereo unspecified) | -4% | 46%[activator] | 3% | -1% | 0% | 2% | 93
CSc1ccccc1C(=O)OCC(=O)N1CCCCCC1 | / | 7% | / | -19% | 7% | 1% | 35
CCCCC(=O)Nc1cc(-c2nc3ccccc3o2)ccc1OC | / | / | 4% | / | / | 1% | 27
COC(=O)c1cccc(NC(=O)NC23CC4CC(CC(C4)C2)C3)c1 | 1% | -5% | 7% | -42% | ? | -3% | 20
CC(C)c1ccc(S(=O)(=O)c2cc3cc(Br)ccc3oc2=O)cc1 | 3% | 12%[2.32 µM] | -3% | -19% | 6% | -8% | -12
CCCNC(=O)c1c(O)c2c([nH]c1=O)CCCC2 | 6% | -8% | 0% | 165%[activator] | -24% | 7% | -31
C=CCN1C(=O)CN=C1Nc1ccc(OC)cc1OC | 3% | -4% | ? | -15% | -3% | 2% | 40
COc1ccc(CCN(C)CC(=O)Nc2cc(C)nc3ccccc23)cc1OC | 8% | 11% | -3% | 19% | ? | 21% | 19
S=C(NCc1ccco1)N/N=C/c1ccccc1Cl | -3% | 30%[activator][2.32 µM] | ? | -16% | -7% | -7% | 7
O=c1[nH]c(O)c(C=Nc2cccc(F)c2)c(=O)[nH]1 | -1% | -1% | 2% | -4% | -1% | 3% | -13
CCc1cccc2c(-c3ccccc3)nc(SCC(=O)Nc3ccccc3)nc12 | / | / | 29% | / | / | -2% | ?
CCC(C(=O)NCCc1ccccc1)n1nc(C)n2c(cc3sccc32)c1=O (stereo unspecified) | / | / | 0% | / | / | 2% | -8
O=C(CCNS(=O)(=O)c1ccc(F)c(F)c1)NCCN1CCOCC1 | / | -4% | / | -14% | 20% | 0% | 0
Cn1cc(/C=N/NC(=O)COc2ccccc2[N+](=O)[O-])c2ccccc21 | 5% | -1% | -6% | 99%[activator] | ? | 0% | -64*
COc1ccc(-c2cnc3c(NC(C)=O)cc(-c4ccc(S(C)(=O)=O)cc4)cn23)cc1OC | / | 4% | / | / | / | 1% | -2
COc1ccc(CNC(=O)c2ccc3c(c2)CCN3S(=O)(=O)c2ccccc2)cc1 | / | / | 16% | / | / | -3% | -29
CCOc1ccc(C(=S)NC2CCCCC2)cc1OC | -7% | -4% | -1% | 3% | / | ? | 17
COc1ccc(COC(=O)CN2C(=O)NC3(CC(C)CC(C)(C)C3)C2=O)cc1F (stereo unspecified) | / | 30%[activator] | / | -5% | -10% | 3% | -4
Cc1ccc2nc(N(Cc3cccnc3)C(=O)COc3ccccc3)sc2c1 | / | / | -1% | / | / | 5% | -5
O=C(NN1CCOCC1)c1cc(-c2cccc(Cl)c2)nc2ccccc12 | -1% | 4% | -6% | -23% | ? | -1% | 12

Record cards, as listed above. Values in the order: LmPK inhibitor	AMA1-RON2 inh	AmpC inh detg	AmpC inh no detg	HCV inhibitor	Tb PYK inh	HCMV inh
CCC(C(=O)NCCc1ccccc1)n1nc(C)n2c(cc3sccc32)c1=O (stereo unspecified) reads /	/	0%	/	/	2%	-8
S=C(NCc1ccco1)N/N=C/c1ccccc1Cl reads -3%	30%[activator][2.32 µM]	?	-16%	-7%	-7%	7
COc1ccc(COC(=O)CN2C(=O)NC3(CC(C)CC(C)(C)C3)C2=O)cc1F (stereo unspecified) reads /	30%[activator]	/	-5%	-10%	3%	-4

(further entries)
SMILES | LmPK inhibitor | AMA1-RON2 inh | AmpC inh detg | AmpC inh no detg | HCV inhibitor | Tb PYK inh | HCMV inh
Clc1ccccc1CSc1nncn2c1cc1occc12 | / | / | -3% | / | / | -2% | -19
COc1ccc(Br)cc1S(=O)(=O)NCCCN1CCOCC1 | -5% | 7% | 0% | 37% | 3% | 6% | -19
CC1(C)CC(=O)N(CC(=O)NC2CCCC2)c2ccccc2S1(=O)=O | 0% | 0% | -10% | -9% | 16% | 3% | 5
Cc1ccc(CN=c2c([N+](=O)[O-])nn(-c3ccc4c(c3)OCCO4)n2O)cc1 | -1% | ? | 6% | -11% | ? | -8% | 47
C/C(=N\NC(=O)c1ccc(CSc2nncn2C)cc1)c1ccc(Cl)cc1 | 0% | 10% | -2% | -5% | ? | -1% | ?
O=C(O)CCc1ccc(-c2ccc(Br)cc2)n1-c1ccccc1O | / | / | 23% | / | / | 1% | 30
C/C(=N/NC(=O)CN1CCN(Cc2ccccc2Cl)CC1)c1cccnc1 | 1% | 6% | -1% | 33% | 5% | 2% | 3
Cc1ccc(/C=N/c2sc3c(c2C(N)=O)CCCC3)o1 | -6% | -11% | -1% | -26% | -17% | -5% | 18
CCN1CCN(CC(=O)Nc2cc(S(=O)(=O)N(CC)c3ccccc3)ccc2Cl)CC1 | / | 8% | / | 184%[activator] | ? | 0% | 14
Cc1ccc(C)c(OCCC(=O)NCCc2ccc(F)cc2)c1 | -11% | 9% | -7% | 54% | -9% | -1% | -10
O=C(Nn1cnnc1)c1ccc([N+](=O)[O-])cc1 | -11% | 6% | -14% | -21% | 1% | -5% | 4
CCOc1ccccc1NC(=S)NCCCn1ccnc1 | 3% | 3% | 5% | -20% | 0% | 2% | -12
Nc1nc(Nc2ccccc2F)nc(N2CCOCC2)c1[N+](=O)[O-] | -1% | 4% | -3% | -45% | -16% | 2% | 0
O=C(NC1CCCC1)C(c1ccncc1)N(C(=O)c1csnn1)c1ccc(F)cc1 (stereo unspecified) | 7% | 2% | -14% | -9% | 1% | 5% | -17
Cc1cccc(OCCCN2CCOCC2)c1 | 1% | -4% | ? | -11% | 16% | -2% | 41
Cc1cc(N2C(=O)C(=O)/C(=C(/O)c3ccccc3)C2c2cccs2)no1 (stereo unspecified) | -4% | -17% | ? | -18% | 5% | 2% | 21
Cc1ccc2c(c1)-c1c(cnn1CC(=O)N1CCCN(Cc3ccccc3F)C1)CO2 | 1% | -3% | ? | 160%[activator] | -21% | 3% | -14
O=C(CN1CCN(C(c2ccccc2)c2ccccc2)CC1)NCc1ccccc1 | -3% | -6% | -4% | 120%[activator] | -25% | -6% | 90
CC(C)(C)c1ccc(OCC(=O)O/N=C(\N)c2ccncc2)cc1 | / | 11% | / | / | -17% | -2% | 10
O=C(N/N=C/c1ccccc1C(=O)O)c1cccc(S(=O)(=O)N2CCCCC2)c1 | / | 6% | 12% | -9% | 0% | 3% | 45
Cn1c(N)c(C(=O)COC(=O)/C=C/c2ccc(Cl)cc2Cl)c(=O)n(C)c1=O | / | -6% | / | -28% | 15% | -4% | -4
O=C1CCCc2c1[nH]c1ccc(Cl)cc21 | 3% | -8% | -2% | -16% | ? | -2% | 49
CN(C)Cc1c[nH]c2ccccc12 | / | -4% | -10% | 2% | -1% | -5% | -7
O=C(CSc1nnc(-c2ccco2)o1)N1CCOCC1 | 4% | -20% | ? | -14% | -2% | 5% | 8
O=S(=O)(NCC1CCCN(Cc2ccccc2)C1)c1cccc2cccnc12 (stereo unspecified) | -9% | -11% | 4% | -20% | 3% | 5% | 28
COc1ccccc1OCCn1c(SCC(N)=O)nc2ccccc21 | -4% | 1% | ? | 0% | 7% | -4% | -10
Cc1ccc(C2(C)NC(=O)N(CC(=O)N3CCN(S(=O)(=O)c4cccc(F)c4)CC3)C2=O)cc1 (stereo unspecified) | -7% | 5% | -10% | 109%[activator] | -5% | -2% | 7
O=C(/C=C/[C@H]1O[C@@H](n2cnc3c(NC(=O)c4ccccc4)ncnc32)[C@H](O)[C@@H]1O)NCC(c1ccccc1)c1ccccc1 | / | 67%[activator] | / | / | / | 3% | 1
C=CCNCc1cccn1-c1sc2c(c1C#N)CCCC2 | 10% | -12% | -4% | -4% | -2% | 26% | -22
CCCNC(=O)NC(=O)CSc1nc2ccccc2c(=O)n1Cc1ccncc1 | 3% | -19% | -19% | -9% | 13% | 2% | 19
Cc1ccc(C(=O)c2ccccc2C(=O)OCC(=O)NCCc2ccc(Cl)cc2Cl)cc1 | 1% | -2% | -12% | 15% | -9% | 4% | -25
CCC(Oc1ccccc1)C(=O)Nc1nnc(S(=O)(=O)N(CC)CC)s1 (stereo unspecified) | / | / | 1% | / | / | 1% | -3
CCCN(CC(=O)Nc1ccccc1C)C(=O)Cc1c[nH]c2ccccc12 | / | -8% | / | / | 5% | -11% | 28
CCCCN1C(=O)/C(=C/C=C2\SCCN2C)SC1=S | -12% | 10µM* | -5% | ? | -24% | -5% | 100

Bioassay records deposited in PubChem BioAssay by National Center for Advancing Translational Sciences (NCATS).
